Bioassay records deposited in PubChem by National Center for Advancing Translational Sciences (NCATS).
ERG Ets-DNA blk: qHTS for Small Molecule Inhibitors of the ERG Ets/DNA interaction; Transcriptional regulator ERG (Homo sapiens), P11308; fluorescence polarization, His-ERG Ets domain / labelled DNA; Potency, µM (top dose mostly 76.9 µM), for inactives: at the top dose FP activity, negative = inhibition, most hits filed as inhibitors; hit rate 0.028% among 370,000; active = well fitted inhibition curve with a large enough effect in the polarisation, with a control signal flat; inconclusive = small, poorly fitted or top-dose-only effect, or effect the other way, or a change in a side signal; inactive = no such curve, though single readings can be large or run the other way; the % refers to the polarisation;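 note: polarization taken with two DNA probes labelled with fluorescein and Texas red; % of control where 0% means no effect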
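His-tagged ERG Ets domain (1 uM in the protein solution; 300mM KCl, 50mM Tris-HCl, 1mM EDTA, 1mM DTT, pH 7.5) received compound, then a probe mix of 5 nM fluorescein-DNA and 100nM Texas-615-DNA. Fluorescence polarization was read for both dyes.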
12-LOX inh: Primary qHTS assay for inhibitors of human arachidonate 12S-lipoxygenase (ALOX12): Round 2. purified 12hLO, xylenol orange hydroperoxide absorbance. Polyunsaturated fatty acid lipoxygenase ALOX12 (Homo sapiens), P18054. AID 1671190, 2021. hit rate 1.1% among 580,000. Potency, µM (highest dose often 108 µM), for inactives: at the highest dose activity change, negative = inhibition, usual class: inhibitors; note: % is set by controls: 0 for no effect and ±100 for the full control effect
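Hydroperoxide product was detected by ferrous iron/xylenol orange as the 573 to 405 nm absorbance ratio. Arachidonic acid at 40 uM (final) was turned over for 30 min at room temperature by 150 nM human 12hLO, pH 7.0 Hepes buffer, after 15 min compound preincubation.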
Tb PGK inh: qHTS Assay to Find Inhibitors of Phosphoglycerate Kinase; Potency, µM (doses to about 57.5 µM), without a hit: at the highest dose activity change, negative = inhibition, most hits filed as inhibitors; PGK/GAPDH coupled, Kinase-Glo luminescence, 60 min; hit rate 0.043% among 380,000; note: % is set by controls: 0 for no effect and ±100 for the full control effect; nearly all actives have a fitted effect of over 60% in size
Target sequence (P07378 whole entry, looked up): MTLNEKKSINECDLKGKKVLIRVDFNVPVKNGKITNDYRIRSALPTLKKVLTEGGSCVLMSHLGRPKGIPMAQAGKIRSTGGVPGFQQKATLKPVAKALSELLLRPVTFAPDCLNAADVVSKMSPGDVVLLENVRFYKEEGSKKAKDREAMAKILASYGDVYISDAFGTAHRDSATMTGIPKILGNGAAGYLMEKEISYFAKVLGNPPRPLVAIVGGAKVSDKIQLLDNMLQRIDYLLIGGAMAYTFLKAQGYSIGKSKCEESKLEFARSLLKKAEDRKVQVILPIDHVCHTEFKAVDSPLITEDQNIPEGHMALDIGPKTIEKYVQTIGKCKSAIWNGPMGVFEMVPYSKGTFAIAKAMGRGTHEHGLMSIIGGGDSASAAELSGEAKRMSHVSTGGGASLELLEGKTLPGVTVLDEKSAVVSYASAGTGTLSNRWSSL
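Recombinant glycosomal PGK reaction used 1,3-bisphosphoglycerate generated in-well by GAPDH (100nM final) in 100mM TEA pH 7.6, 5mM MgCl2, 0.01% Tween-20. After 60 minutes at room temperature, ATP was read by Kinase-Glo Plus luminescence end-point.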
GLS inhibitor: qHTS for Inhibitors of Glutaminase (GLS); Glutaminase kidney isoform, mitochondrial (Homo sapiens), O94925; GLS enzymatic activity, qHTS titration; Potency, µM (top dose mostly 45.5 µM), for inactives: at the top dose activity change, negative = inhibition, most hits filed as inhibitors; hit rate 0.21% among 410,000; AID 624170, 2012; note: % is set by controls: 0 for no effect and ±100 for the full control effect
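Two-point fluorescence kinetic (t0, 30 min RT) for hKGA; glutamate detected via glutamate oxidase–HRP–Amplex Red. Substrate: 1 mM L-glutamine solution; buffer 45 mM KH2PO4, pH 8.2.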
JMJD2A Tudor inh: qHTS Assay for Inhibitors of JMJD2A-Tudor Domain; AlphaScreen JMJD2A-Tudor / H3K4me3 peptide binding; Lysine-specific demethylase 4A (Homo sapiens), O75164; hit rate 4.4% among 390,000; Potency, µM (titrated, usually from 114 µM), for inactives: at the highest dose activity change, negative = inhibition, hits mostly inhibitors; note: % is set by controls: 0 for no effect and ±100 for the full control effect; nearly all actives have a fitted effect of over 50% in size
rTrxR1 inhibitor: qHTS Assay for Inhibitors of Mammalian Selenoprotein Thioredoxin Reductase 1 (TrxR1): qHTS | recombinant rTrxR1, NADPH fluorescence consumption, selenite substrate | Potency, µM (highest dose often 114 µM), without a hit: at the top dose activity change, negative = inhibition, hits mostly inhibitors | hit rate 1% among 390,000 | AID 588453, 2011; note: % is set by controls: 0 for no effect and ±100 for the full control effect; nearly all actives have a fitted effect of over 65% in size
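Rat TrxR1 (90 nM in the dispensed reagent) was pre-reduced with 400 uM NADPH for 5 min at room temperature, then incubated with compound for 15 min. After 400 uM selenite was added, NADPH fluorescence (Ex 340/Em 450 nm) was followed for 8 min.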
HP1b binding inh: HTS for Inhibitors of HP1-beta Chromodomain Interactions with Methylated Histone Tails | Chromobox protein homolog 1 (Homo sapiens), P83916 | AlphaScreen HP1-beta / biotin-H3K9me3 peptide binding | Potency, µM (titrated, usually from 114 µM), without a hit: at the highest dose activity change, negative = inhibition, hits mostly inhibitors | hit rate 0.56% among 390,000 | AID 540317, 2011; note: nearly all actives have a fitted effect of over 70% in size; inactives centre near 23
Target sequence (P83916 whole entry, looked up): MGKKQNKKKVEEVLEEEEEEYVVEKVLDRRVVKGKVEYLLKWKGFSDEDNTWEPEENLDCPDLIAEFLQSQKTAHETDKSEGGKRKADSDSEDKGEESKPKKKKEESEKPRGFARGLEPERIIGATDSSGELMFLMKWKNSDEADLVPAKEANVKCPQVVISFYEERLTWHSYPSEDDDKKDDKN
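HP1-beta protein (50 nM final) preincubated 30 min at room temperature with biotinylated H3(1-18)K9me3 peptide (50 nM) in PBS pH 7.4, 0.01% Tween-20, then compound added for 30 min. AlphaScreen streptavidin donor/nickel chelate acceptor beads (10 ug/mL final), 30 min dark, luminescence read.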
Pin1 inhibitor: qHTS Assay to Find Inhibitors of Pin1 | Peptidyl-prolyl cis-trans isomerase NIMA-interacting 1 (Homo sapiens), Q13526 | Pin1 FP peptide displacement, HiFluor488, 10 min | Potency, µM (titrated, usually from 115 µM), for the others: at the highest dose activity, negative = inhibition, actives largely listed as inhibitors | hit rate 0.009% among 390,000 | AID 504891, 2011; active = well fitted inhibition curve with a large enough effect in the polarisation, with a control signal flat, not every such curve was filed as active; inconclusive = small, poorly fitted or top-dose-only effect, or effect the other way, or a change in a side signal; inactive = no such curve, though single readings can be large or run the other way; the % refers to the polarisation; note: % is set by controls: 0 for no effect and ±100 for the full control effect
Target sequence (Q13526 whole entry, looked up): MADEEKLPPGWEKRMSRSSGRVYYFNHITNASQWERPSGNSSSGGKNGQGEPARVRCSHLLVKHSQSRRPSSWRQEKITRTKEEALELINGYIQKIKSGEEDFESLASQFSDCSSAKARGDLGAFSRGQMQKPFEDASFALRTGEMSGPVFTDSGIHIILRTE
RGS4 inhibitor: Inhibitors of Regulator of G Protein Signaling (RGS) 4: qHTS; Transcreener GDP fluorescence polarization, RGS4-accelerated GTP hydrolysis; Potency, µM (highest dose often 114 µM), inactives show top-dose activity change, negative = inhibition, most hits filed as inhibitors; hit rate 0.039% among 390,000; AID 504845, 2011; note: % is set by controls: 0 for no effect and ±100 for the full control effect; nearly all actives have a fitted effect of over 75% in size; some results filed as inactive show a strong effect at the top dose
Target sequence (P49798 whole entry, looked up): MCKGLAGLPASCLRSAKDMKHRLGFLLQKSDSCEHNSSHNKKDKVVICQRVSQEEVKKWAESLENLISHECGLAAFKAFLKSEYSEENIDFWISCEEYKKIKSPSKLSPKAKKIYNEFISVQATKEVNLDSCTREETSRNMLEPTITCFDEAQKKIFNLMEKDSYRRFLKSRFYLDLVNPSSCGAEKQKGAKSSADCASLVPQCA
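MLSMR compounds (23 nl, pin-transferred) preincubated 10 min at room temperature with a 500nM (2x) first reagent, then RGS4 at 900nM (2x) plus Transcreener GDP mix added; fluorescence polarization (620/688 nm) read before and after 90 min at 30 °C.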
Starred values were filed as active, the others as inactive; & = joins results of further samples; [ ] = remark or other dose. Unless noted, calls come from the whole dose curve; as a rule, active = well fitted curve in the direction sought with a large enough effect; inconclusive = small, poorly fitted or top-dose-only effect, or another doubt; inactive = no such curve, though single readings can be large; an effect the other way counts as inactive or inconclusive. Potency is the fitted concentration of half-maximal effect. Some of the compounds tested; count on the stated rates, not on these rows.

For CC1=C(C(=O)Nc2ccccc2)C(c2ccc(O)cc2)N2C(=O)CSC2=N1 (configuration not stated) the results were ERG Ets-DNA blk -6%, 12-LOX inh -30%, Tb PGK inh 7%, GLS inhibitor 12%, JMJD2A Tudor inh -24%, rTrxR1 inhibitor 17%[57.1 µM], HP1b binding inh 22%, Pin1 inhibitor -1% and RGS4 inhibitor 10%.
NCC(=O)CCC(=O)O was read as ERG Ets-DNA blk -13%, 12-LOX inh -5%, Tb PGK inh -4%, GLS inhibitor -5%&-11%, JMJD2A Tudor inh 2%, rTrxR1 inhibitor 25%, HP1b binding inh 28%, Pin1 inhibitor -2% and RGS4 inhibitor -19%.
O=C(CCSc1ccc(F)cc1)NNC(=O)c1ccc([N+](=O)[O-])cc1 was read as ERG Ets-DNA blk 8%, 12-LOX inh 9%, Tb PGK inh -5%, GLS inhibitor 14%, JMJD2A Tudor inh -7%, rTrxR1 inhibitor 25%, HP1b binding inh 33%, Pin1 inhibitor 1% and RGS4 inhibitor 13%.
For CC(=O)c1c(C)[n+]([O-])c2ccc3c(non3O)c12 the results were ERG Ets-DNA blk 0%, 12-LOX inh -11%, Tb PGK inh 0%, GLS inhibitor 9%, JMJD2A Tudor inh -14%, rTrxR1 inhibitor -5%[57.1 µM], HP1b binding inh 12%, Pin1 inhibitor 13% and RGS4 inhibitor -1%.
O=C(NCC(=O)N1CCC2(CC1)NCCc1[nH]cnc12)c1ccccc1F was read as ERG Ets-DNA blk -3%, 12-LOX inh -17%, Tb PGK inh 0%, GLS inhibitor -1%, JMJD2A Tudor inh -6%, rTrxR1 inhibitor 6%, HP1b binding inh 26%, Pin1 inhibitor -8% and RGS4 inhibitor 14%.
`CCN1CCCC1CN(Cc1cc2ccc(C)cc2[nH]c1=O)C(=S)Nc1ccccc1C(=O)OC` (configuration not stated) gave ERG Ets-DNA blk -11%, 12-LOX inh 0%, Tb PGK inh -4%, GLS inhibitor 0%, JMJD2A Tudor inh -7%[11.4 µM], rTrxR1 inhibitor 20%[57.1 µM], HP1b binding inh 21%, Pin1 inhibitor 1% and RGS4 inhibitor -4%.
Screening Cc1ccc(CNC(=O)CC2C(=O)Nc3c2c(=O)n(C)c(=O)n3Cc2ccccc2)cc1 (configuration not stated) returned ERG Ets-DNA blk 6%, 12-LOX inh 35%[activator], Tb PGK inh 0%, GLS inhibitor 16%, JMJD2A Tudor inh -14%, rTrxR1 inhibitor 16%, HP1b binding inh 46%[activator], Pin1 inhibitor -3% and RGS4 inhibitor -38%.
Screening O=C(NCc1ccco1)C1CCN(Cc2ccc(F)cc2)CC1 returned ERG Ets-DNA blk -15%, 12-LOX inh inconclusive, Tb PGK inh -7%, GLS inhibitor 0%, JMJD2A Tudor inh 50µM*, rTrxR1 inhibitor 11%[57.1 µM], HP1b binding inh inconclusive, Pin1 inhibitor -6% and RGS4 inhibitor 12%.
Screening COCc1nnc(NC(=O)CS(=O)(=O)Cc2ccccc2)s1 returned ERG Ets-DNA blk -14%, 12-LOX inh inconclusive, Tb PGK inh inactive, GLS inhibitor -3%, JMJD2A Tudor inh -7%, rTrxR1 inhibitor -17%, HP1b binding inh 31%, Pin1 inhibitor -4% and RGS4 inhibitor -6%.
Fc1ccccc1-c1nc(NCCCN2CCOCC2)c2ccccc2n1 was read as ERG Ets-DNA blk 3%, 12-LOX inh -13%, Tb PGK inh 0%, GLS inhibitor 9%, JMJD2A Tudor inh -3%, rTrxR1 inhibitor 6%, HP1b binding inh 23%, Pin1 inhibitor -3% and RGS4 inhibitor 13%.
Cc1ccc(S(=O)(=O)c2ccc(Cl)cc2)cc1S(=O)(=O)N1CCN(C)CC1 was read as ERG Ets-DNA blk 1%, 12-LOX inh 10%, Tb PGK inh 9%, GLS inhibitor 6%, JMJD2A Tudor inh -32%, rTrxR1 inhibitor 14%, HP1b binding inh 18%, Pin1 inhibitor -3% and RGS4 inhibitor -3%.
COc1cccc(COC(=O)c2c(C)nn(-c3ccccc3)c2Cl)c1OC was read as ERG Ets-DNA blk -7%, 12-LOX inh -1%, Tb PGK inh -3%, GLS inhibitor -2%, JMJD2A Tudor inh 76%[activator], rTrxR1 inhibitor -7%, HP1b binding inh 120%[activator], Pin1 inhibitor -5% and RGS4 inhibitor -22%.
CCc1cc(=O)oc2cc(OCC(=O)NCC3CCC(C(=O)O)CC3)ccc12 (configuration not stated) was read as ERG Ets-DNA blk -4%, 12-LOX inh 1%, Tb PGK inh 10%, GLS inhibitor -3%, JMJD2A Tudor inh -7%, rTrxR1 inhibitor 1%, HP1b binding inh 20%, Pin1 inhibitor -13% and RGS4 inhibitor 3%.
COc1ccc(CC(=O)Nc2ccc(S(=O)(=O)N3CCC(C)CC3)cc2)c(OC)c1 was read as ERG Ets-DNA blk -6%, 12-LOX inh inconclusive, Tb PGK inh -8%, GLS inhibitor -2%, JMJD2A Tudor inh -23%, rTrxR1 inhibitor 16%, HP1b binding inh 28%, Pin1 inhibitor 47%[activator] and RGS4 inhibitor -23%.
Screening CC(=O)c1cccc(NC(=O)CN2C(=O)CC(c3ccc(C)cc3C)=Nc3ccccc32)c1 returned ERG Ets-DNA blk 0%, 12-LOX inh -14%, Tb PGK inh -7%, GLS inhibitor -6%, JMJD2A Tudor inh inconclusive, rTrxR1 inhibitor -13%[57.1 µM], HP1b binding inh -2%, Pin1 inhibitor 18% and RGS4 inhibitor 1%.
`O=S(=O)(Nc1ccon1)c1cc(Cl)ccc1Cl` gave ERG Ets-DNA blk 9%, 12-LOX inh inconclusive, Tb PGK inh -2%, GLS inhibitor 9%, JMJD2A Tudor inh -28%, rTrxR1 inhibitor 27%, HP1b binding inh 23%, Pin1 inhibitor -7% and RGS4 inhibitor -20%.
CCOc1ccc(NC(=O)c2ccc(CNc3c(NC4CCCCC4)c(=O)c3=O)cc2)cc1 was read as ERG Ets-DNA blk 5%, 12-LOX inh 1%, Tb PGK inh -10%, GLS inhibitor -2%, JMJD2A Tudor inh -11%, rTrxR1 inhibitor 4%, HP1b binding inh 32%, Pin1 inhibitor -10% and RGS4 inhibitor -6%.
CN(C)S(=O)(=O)c1ccc(C(=O)Nc2nnc(Cc3ccccc3)s2)cc1 was read as ERG Ets-DNA blk -2%, 12-LOX inh -9%, Tb PGK inh 2%, GLS inhibitor 5%, JMJD2A Tudor inh -8%, rTrxR1 inhibitor 24%[57.1 µM], HP1b binding inh 24%, Pin1 inhibitor 1% and RGS4 inhibitor 21%.
For CC(OC(=O)C(NC(=O)c1ccco1)C(C)C)C(=O)Nc1ncc(Cl)cc1Cl (configuration not stated) the results were ERG Ets-DNA blk -4%, 12-LOX inh 7%, Tb PGK inh -9%, GLS inhibitor 8%, JMJD2A Tudor inh -8%, rTrxR1 inhibitor -8%, HP1b binding inh 41%[activator], Pin1 inhibitor -5% and RGS4 inhibitor 10%.
Screening O=C(NCCSc1ncc(-c2ccc(F)cc2)[nH]1)c1ccc2c(c1)OCO2 returned ERG Ets-DNA blk -5%, 12-LOX inh -4%, Tb PGK inh -5%, GLS inhibitor 16%, JMJD2A Tudor inh -27%, rTrxR1 inhibitor 12%, HP1b binding inh 3%, Pin1 inhibitor inconclusive and RGS4 inhibitor -23%.
For O=C(O)C1CCCCC1C(=O)Nc1cc(Cl)ccc1Cl (configuration not stated) the results were ERG Ets-DNA blk 4%, 12-LOX inh 0%, Tb PGK inh -5%, GLS inhibitor 15%, JMJD2A Tudor inh -14%, rTrxR1 inhibitor 12%[57.1 µM], HP1b binding inh 31%[activator], Pin1 inhibitor -1% and RGS4 inhibitor 6%.
`O=C(Nc1ccc2c(c1)CCC2)c1ccc(F)c(S(=O)(=O)N2CCOCC2)c1` gave ERG Ets-DNA blk -2%, 12-LOX inh inconclusive, Tb PGK inh -9%, GLS inhibitor -4%, JMJD2A Tudor inh -14%, rTrxR1 inhibitor 20%, HP1b binding inh 5%, Pin1 inhibitor 1% and RGS4 inhibitor -14%.
O=C(O)C1CC=CCC1C(=O)Nc1cccc([N+](=O)[O-])c1 (configuration not stated) was read as ERG Ets-DNA blk -1%, 12-LOX inh -11%, Tb PGK inh 5%, GLS inhibitor 18%, JMJD2A Tudor inh -10%, rTrxR1 inhibitor 1%, HP1b binding inh 30%, Pin1 inhibitor 0% and RGS4 inhibitor 9%.
Screening Cc1nn(C(C)(C)C)c(OC(=O)c2ccc3c(c2)OCO3)c1Sc1ccccc1 returned ERG Ets-DNA blk 0%, 12-LOX inh 24%[57.4 µM], Tb PGK inh -1%, GLS inhibitor -8%, JMJD2A Tudor inh 8%, rTrxR1 inhibitor 19%[11.4 µM], HP1b binding inh 43%[activator], Pin1 inhibitor -1% and RGS4 inhibitor -14%.
